Screening data from PubChem BioAssay.
KDM5B inh: blocks human KDM5B histone demethylase activity | Q9UGL1 | KDM5B demethylase, FDH-coupled NADH fluorescence (FDH is formaldehyde dehydrogenase) | Potency, µM (top dose mostly 57.7 µM), for the others: top-dose activity change, negative = inhibition, actives largely listed as inhibitors | 2.6% of 220,000 active | AID 1347165; active = well fitted inhibition curve with a large enough effect; inconclusive = small, poorly fitted or top-dose-only effect; inactive = no such curve, though single readings can be large or run the other way; also: 0% is about no effect; nearly all actives have a fitted effect of over 70% in size
Target sequence (Q9UGL1 whole entry, looked up): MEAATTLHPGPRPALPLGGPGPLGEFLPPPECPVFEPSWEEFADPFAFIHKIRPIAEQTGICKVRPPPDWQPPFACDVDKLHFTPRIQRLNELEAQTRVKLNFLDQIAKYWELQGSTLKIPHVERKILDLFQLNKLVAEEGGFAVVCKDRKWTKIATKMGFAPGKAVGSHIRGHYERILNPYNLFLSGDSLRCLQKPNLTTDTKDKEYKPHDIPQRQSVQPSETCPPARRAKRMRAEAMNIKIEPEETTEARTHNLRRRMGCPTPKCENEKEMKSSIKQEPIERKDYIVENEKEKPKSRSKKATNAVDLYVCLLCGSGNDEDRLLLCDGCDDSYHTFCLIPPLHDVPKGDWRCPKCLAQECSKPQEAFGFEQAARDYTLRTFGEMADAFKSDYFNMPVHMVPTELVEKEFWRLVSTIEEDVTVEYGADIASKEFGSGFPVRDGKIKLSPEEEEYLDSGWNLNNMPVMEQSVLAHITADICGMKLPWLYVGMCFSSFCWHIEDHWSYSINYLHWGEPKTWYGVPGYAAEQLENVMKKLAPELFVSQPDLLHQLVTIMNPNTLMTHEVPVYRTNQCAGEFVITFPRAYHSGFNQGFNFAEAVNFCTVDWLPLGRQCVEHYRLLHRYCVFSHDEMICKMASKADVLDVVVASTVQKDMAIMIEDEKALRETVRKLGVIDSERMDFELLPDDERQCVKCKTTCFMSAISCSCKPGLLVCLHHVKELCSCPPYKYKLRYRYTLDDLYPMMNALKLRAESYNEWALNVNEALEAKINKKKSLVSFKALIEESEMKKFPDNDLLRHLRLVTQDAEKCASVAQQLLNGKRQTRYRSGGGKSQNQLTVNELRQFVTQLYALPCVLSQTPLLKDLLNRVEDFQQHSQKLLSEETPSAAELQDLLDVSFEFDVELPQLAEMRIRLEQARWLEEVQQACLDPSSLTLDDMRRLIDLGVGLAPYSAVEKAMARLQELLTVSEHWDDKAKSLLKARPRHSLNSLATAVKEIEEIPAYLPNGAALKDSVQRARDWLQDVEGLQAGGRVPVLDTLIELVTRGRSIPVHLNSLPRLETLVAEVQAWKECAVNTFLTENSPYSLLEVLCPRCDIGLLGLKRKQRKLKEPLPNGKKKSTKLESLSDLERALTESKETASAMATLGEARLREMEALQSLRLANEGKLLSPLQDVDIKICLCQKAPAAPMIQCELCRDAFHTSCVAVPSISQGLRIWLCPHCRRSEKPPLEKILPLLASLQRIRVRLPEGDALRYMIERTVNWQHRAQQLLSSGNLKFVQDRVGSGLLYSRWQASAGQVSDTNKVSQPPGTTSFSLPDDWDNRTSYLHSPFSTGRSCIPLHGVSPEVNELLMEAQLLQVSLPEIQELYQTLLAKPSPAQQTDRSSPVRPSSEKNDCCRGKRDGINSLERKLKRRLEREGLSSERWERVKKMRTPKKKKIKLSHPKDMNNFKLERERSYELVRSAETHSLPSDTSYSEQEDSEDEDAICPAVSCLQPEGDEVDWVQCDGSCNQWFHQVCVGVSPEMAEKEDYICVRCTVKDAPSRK
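qHTS format, multiple compound concentrations. Buffer 50 mM HEPES pH 7.5/0.01% Tween-20; 200 nM KDM5BΔAP final; 10 min compound preincubation; substrate-mix levels 12.5 µM peptide, 25 µM α-KG, 0.25 mM NAD⁺; 30 min RT; ΔRFU.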
* marks the source's active call; other numbers are inactive results; i = inactive; ? = inconclusive; & = joins results of further samples; [ ] = dose if it differs, or a comment. Potency is read from the fitted curve at half-maximal effect.

SMILES	KDM5B inh
CCCCn1nc(C(=O)Nc2nc3ccc(OCC)cc3s2)c2ccccc2c1=O	-5%
COCc1ccc2c(c1)c(OC(C)(C)C(=O)NCCc1cccnc1)nn2CCC(C)C	?
O=C(NCc1nnc2c(-c3nc(C4CC4)no3)cccn12)C1CCC1	28µM*
CN1CCN(c2oc(-c3ccc(S(=O)(=O)N4CCCCCC4)cc3)nc2C#N)CC1	-149%
CCOc1ccc(OCC(=O)NCCS(=O)(=O)N2CCN(c3ccc(OC)cc3)CC2)cc1	-10%
COC(CSc1ncnc2c1oc1nc3c(cc12)COC(C)(C)C3)OC	-13%
C/C=C/Cn1c(N2CCCCCC2)nc2c1c(=O)[nH]c(=O)n2C	5%
O=C1/C(=C/c2ccc(F)c(Br)c2)Cc2ccccc21	9%
CCc1ccc(S(=O)(=O)c2cn(C)c3ccc(C)cc3c2=O)cc1	7%
Cc1cc(C)c2cc(C(=O)N3CCC(C(=O)c4ccc(F)cc4)CC3)[nH]c2c1	-13%
CCCCn1c(N2CCNCC2)nc2c1c(=O)[nH]c(=O)n2C	17%
NC(=O)CSS(=O)(=O)O	?
O=S(=O)(c1cc(F)ccc1F)N1CCC2(CC1)OCCO2	11%
O=C(COc1ccc(F)cc1)N1CCC(c2noc(C3CC3)n2)C1 (stereo not given)	-6%
COc1ccccc1CNC(=O)CN1CCC(CO)CC1	-21%
CO[C@H]1[C@H](NC(=O)c2cc(C)oc2C)c2ccccc2C12CCNCC2	?
CCCOc1ccc(-c2nc(C#N)c(N3CCN(CC)CC3)o2)cc1	-5%
CCC1CCC(NC(=O)c2cccnc2)CC1 (stereo not given)	-6%
O=C1CSc2ccc(C(=O)OCCOc3ccccc3)cc2N1	-22%
COc1cccc(-c2cc3c(=O)n(CC(O)c4cccc(C#N)c4)ccn3n2)c1 (stereo not given)	22µM*
CCCN(C(=O)c1ccc(OC(F)(F)F)cc1)c1c(N)n(Cc2ccccc2)c(=O)[nH]c1=O	-1%
CC(=O)Nc1ccc(N2C(=O)C(=O)/C(=C(/O)c3ccccc3)C2c2ccccc2F)cc1 (stereo not given)	-11%
O=C(Nc1ncc([N+](=O)[O-])s1)c1ccc2c(c1)OCO2	?
CN1C(=O)COC[C@@H]1[C@H](O)c1ccc(NS(=O)(=O)c2ccc(F)cc2)cc1	-10%[86.2 µM]
CCNC(=O)N1CCOc2ccc(CCC(=O)Nc3ccc(F)cc3F)cc2C1	-5%

Structures listed so far marked active in KDM5B inh.
SMILES	KDM5B inh
O=C(NCc1nnc2c(-c3nc(C4CC4)no3)cccn12)C1CCC1	28µM*
COc1cccc(-c2cc3c(=O)n(CC(O)c4cccc(C#N)c4)ccn3n2)c1 (stereo not given)	22µM*

Part of the list above, bar-delimited.
Structure | KDM5B inh
O=C1/C(=C/c2ccc(F)c(Br)c2)Cc2ccccc21 | 9%
CCc1ccc(S(=O)(=O)c2cn(C)c3ccc(C)cc3c2=O)cc1 | 7%
Cc1cc(C)c2cc(C(=O)N3CCC(C(=O)c4ccc(F)cc4)CC3)[nH]c2c1 | -13%
CCCCn1c(N2CCNCC2)nc2c1c(=O)[nH]c(=O)n2C | 17%
NC(=O)CSS(=O)(=O)O | ?

Next entries follow:
SMILES	KDM5B inh
C=CCn1cc(-c2c(-c3ccccc3)ncn2Cc2cncn2CCOC)cn1	-23%
Fc1ccc(OCCOCCN2CCCC2)cc1	?
CC(C)(C)c1ccc(-c2cc3ccccn3c2)cc1	?
Cc1cc(NC(=O)C(C)SCC(=O)Nc2ccc(C)c(C)c2)no1 (stereo not given)	-16%
Cc1nc(C)c(C(=O)N2CCn3c(nnc3[C@@H]3C[C@@H](O)CN3Cc3ccccc3)C2)s1	-19%
O=S(=O)(c1cnc(Cl)c(Br)c1)N1CCN(c2ncccn2)CC1	24%
Cc1ccc(CNC(=O)c2ccc(CS(=O)(=O)Cc3ccc(F)cc3)o2)cc1	-2%
Cc1cc(NC(=O)c2ccc(-c3ccc(F)cc3)o2)no1	-6%
CC(=O)Nc1ccc(Nc2c(CCC(C)C)c(C)c(C#N)c3nc4ccccc4n23)cc1	-3%
COc1ccc(F)c(CN2CCCC3(CCN(c4cc(C)nc(N)n4)C3)C2)c1 (stereo not given)	?
Cc1ccc(C(=O)N/C(=C\c2ccco2)C(=O)NCCCN2CCOCC2)cc1C	-5%
O=C(c1ccncc1)N1CCN(C(=O)N2CC3CC(C2)[C@H]2CCCC(=O)N2C3)CC1 (stereo not given in full)	-5%
CCCNS(=O)(=O)c1ccc(NC(=O)NCCc2nccs2)cc1	9%
C=C(Cl)CN1CCC(CNC(C)=O)CC1	11%
CCc1cccc(C)c1NS(=O)(=O)c1ccc(-c2cnc(C3CC3)o2)cc1	-17%
Cc1ccc(Cl)cc1NC(=S)NN	0%
c1ccc2c(c1)cnc1ccccc12	-1%
COc1ccc(S(=O)(=O)NCCc2sc(-c3cccnc3)nc2C)cc1OC	?
O=C(NCc1ccc(F)cc1)C(c1ccco1)N(C(=O)c1csnn1)c1ccccc1 (stereo not given)	22%
Cc1cccc(N=C2NN=C(c3c[nH]c(C(=O)N4CCCC4)c3)CS2)c1	-15%
CN1CCN(CCCNC(=O)Cc2ccc(C(F)(F)F)cc2)CC1	22%
Cc1ccc(C(=O)NC(C(=O)N2CCCCC2)C2CCN(S(=O)(=O)C(C)C)CC2)cc1 (stereo not given)	10%
CSCCCN1C(=O)CC[C@H]2CN(C(=O)C3(C#N)CC3)CC[C@H]21	12%
O=C(NCCNc1cnccn1)c1cnccn1	7%
Fc1ccccc1N1NC2(CCCCC2)NC1=S	-10%

Exported with each value named: part of the list above.
COc1ccc(S(=O)(=O)NCCc2sc(-c3cccnc3)nc2C)cc1OC
- KDM5B inh: ?

Cc1ccc(C(=O)N/C(=C\c2ccco2)C(=O)NCCCN2CCOCC2)cc1C
- KDM5B inh: -5%

Cc1nc(C)c(C(=O)N2CCn3c(nnc3[C@@H]3C[C@@H](O)CN3Cc3ccccc3)C2)s1
- KDM5B inh: -19%

Cc1ccc(C(=O)NC(C(=O)N2CCCCC2)C2CCN(S(=O)(=O)C(C)C)CC2)cc1 (stereo not given)
- KDM5B inh: 10%

(list continues)
SMILES	KDM5B inh
Cc1ccc(-c2noc(CCC(=O)N3CCc4sccc4C3c3cccs3)n2)cc1 (stereo not given)	-4%
O=C(/C=C/c1ccccc1C(F)(F)F)c1ccc(N2CCCCCC2)cc1	7%
COc1ccc(-c2noc(CSc3nnc(-c4ccncc4)n3-c3ccccc3)n2)cc1	2%
Cc1ccc(CNC(=O)Cn2c3ncccc3c(=O)n2-c2ccc(C)cc2)cc1	?
OCC1CN(Cc2ccc(Cl)o2)CCC12CCN(C1CCOCC1)CC2 (stereo not given)	4%
CCN(C1CCOCC1)C1CN(C(=O)c2ccoc2)C1	-1%
CC(C)(C)C1CCc2oc3ccc(NS(=O)(=O)c4cc(Cl)ccc4Cl)cc3c2C1 (stereo not given)	-41%
CCOC(=O)c1cccc(NC(=O)c2c(OCC)cc(=O)n3c2CCCC3)c1	7%
CC(C)CCNc1nc2c(c(=O)[nH]c(=O)n2C)n1C(C)C	3%
CN(C)C(=O)c1cc(Br)c(Br)s1	-1%
CCOc1ccc(Br)cc1S(=O)(=O)Nc1ccc(-c2cn3ccc(C)nc3n2)cc1	i
CN1C(=O)c2ccccc2Sc2ccc(NC(=O)N3CCN(c4ccccc4)CC3)cc21	-30%
Cc1cccc(-n2nnnc2SCC(=O)c2ccc(Br)s2)c1	4%
CCN(CC(=O)NCc1cccs1)C(=O)c1cccc(S(=O)(=O)N(C)c2ccc(C)cc2)c1	9%
CC(Oc1ccc(/C=C(\C#N)C(N)=O)cc1)c1ccccc1 (stereo not given)	-16%
CCN(CC)CCNC(=O)c1nc2ccccc2c(=O)[nH]1	-2%
CC(=O)N1CCN(C2CCNCC2)C(=O)C1	?
Cc1ccc(-c2nc(CN3CCN(C(=O)C4CCCO4)CC3)co2)cc1 (stereo not given)	8%
O=C(C1CCCC1)N1CC2(CCCN2C2COC2)Cc2ccccc21 (stereo not given)	-19%[115 µM]
Cc1c(-n2nnnc2SC(C)C)c(=O)n(-c2ccccc2)n1C	-8%
O=C(NCc1cccc(C(F)(F)F)c1)c1ccccc1OC(F)F	3%
CC(C)NC(=O)C1COC2(CCN(C(=O)c3cccc(F)c3)CC2)N1C(=O)c1ccccc1 (stereo not given)	-9%
CCc1cc(CC)n(-c2nc3c(c(=O)n(CC)c(=O)n3C)n2Cc2ccccc2F)n1	-8%
COC(=O)c1cc(NC(=O)Cn2ncc3c([nH]c4ccccc43)c2=O)cc(C(=O)OC)c1	-13%
O=C(CSc1nc2ccsc2c(=O)n1-c1ccc(Br)cc1)NCc1ccc(Cl)cc1	12%

The listing continues.
SMILES	KDM5B inh
O=C(c1cc(-c2ccc(Br)cc2)on1)N1CCCC1	16%
COC(=O)c1cccc(NC(=O)CCNC(=O)c2ccco2)c1	-5%
O=C(c1ccn[nH]1)N1CCC(N2C(=O)C3(CCCC3)C2c2ccccc2)CC1 (stereo not given)	-4%
N#CCn1nc2n(c1=O)CCN(C(=O)COc1ccc(Cl)cc1)CC2	13%
COc1ccc(NC(=O)N[C@H]2CO[C@H]3[C@@H]2OC[C@@H]3n2cc(-c3ccccc3)nn2)cc1	-23%[86.2 µM]
COc1ccc(-c2nn3c(-c4ccc(C(C)(C)C)cc4)nnc3s2)cc1OC	?
O=C(c1cc(-c2cccs2)[nH]n1)N1CCc2c(nc3cc(-c4ccccc4)[nH]n3c2=O)C1	32µM*
O=C(O)/C(=C/c1cccs1)c1cccs1	20%
CCN(Cc1ccc(OC)c(OC)c1)C(=O)CCc1ncc(-c2ccccc2)o1	-6%
COC(=O)c1ccccc1NC(=O)c1cc(CN2CCCC2)on1	-3%
CCCc1nnc(NC(=O)c2cc(-c3ccc4c(c3)OCCO4)on2)s1	4%
c1cn(CC2COCCO2)c(-c2cc3n(n2)CCCNC3)n1 (stereo not given)	?
COc1ccc(CNC(=O)COc2cc(O)c3c(=O)cc(-c4ccccc4)oc3c2)cc1	22%
CCC(Cc1ccccc1)NC(=O)CCS(=O)(=O)c1cc2c(cc1Cl)NC(=O)CO2 (stereo not given)	-14%
CCCCOC(=O)c1ccc(NC(=O)c2cc(=O)c3cc(C)cc(C)c3o2)cc1	12%
CC1(CNc2ccccc2)COc2ccc(C(=O)N3CC[S+](=O)([O-])CC3)cc2N1 (stereo not given)	?
COc1ccc(OCC(=O)Nc2ccc(-c3nc4cc(Cl)ccc4o3)cc2)cc1	9%&-14%
Cc1ccc2c(c1)-c1c(cnn1CC(=O)N1CCN(c3cccc(C(F)(F)F)c3)CC1)CO2	6%&-7%
Cc1ccc2c(c1)c1c(c(=O)n(-c3cccc(Cl)c3)c(=O)n1CC(=O)NCC1CCCO1)n2C (stereo not given)	?
Cc1cc(=O)n(CC(=O)Nc2ccc3c(c2)OCO3)c(-c2ccc(F)cc2)n1	-3%
NCCc1nc2cccnc2n1-c1ccccc1	-28%
Cc1ccc(NC(=O)NCCCNc2ccccc2)cc1NC(=O)NCCCNc1ccccc1	?
COc1cccc(C(=O)N2CC(c3nnc(-c4ccncc4)o3)C3(CCOCC3)C2)c1 (stereo not given)	12%
CC(=O)c1ccc(NC(=O)Cn2nc(C(F)(F)F)c3c2CCC3)cc1	4%
COc1cccc([C@H]2CN(C(=O)c3c(-c4ccccc4)noc3C)C[C@@H]2N)c1	35%[activator]

2 neighbouring entries from above, for reference:
SMILES	KDM5B inh
CC(=O)c1ccc(NC(=O)Cn2nc(C(F)(F)F)c3c2CCC3)cc1	4%
COc1cccc([C@H]2CN(C(=O)c3c(-c4ccccc4)noc3C)C[C@@H]2N)c1	35%[activator]

Following part.
SMILES	KDM5B inh
COc1ccc(C(=O)NCc2cn3ccc(C)cc3n2)cc1	?
O=C(NCc1cccc(C(F)(F)F)c1)c1cnc(-c2ccccc2)nc1-c1ccncc1	18%
Cc1ccc([S+](=O)([O-])c2nnn3c2nc(NCc2ccncc2)c2ccccc23)cc1	?
COc1cc(F)c(CN2CCC3(CC2)C(C(=O)O)CC(=O)N3C)cc1OC (stereo not given)	0%
COc1ccc(NC(=O)COc2ccc(Cl)cc2Cl)c2cccnc12	15%
Cc1cc2nc3n(c(=O)c2n1CC(=O)Nc1cccc(C(C)C)c1)CCCCC3	11%
COc1ccccc1NC(=O)CC(C)S(=O)(=O)c1ccc2c(c1)CCN2C(=O)C1CC1 (stereo not given)	-9%
Cc1c(-c2ccccc2)oc2c(C(=O)N(C)C3CCCCC3)cccc2c1=O	8%
C[C@]1(CO)[C@H]2Cc3sc(NC(=O)c4cccc(F)c4)nc3[C@@H](CC(=O)N3CCOCC3)[C@]2(C)CC[C@H]1O	?
CCc1[nH]c2c(CNC(=O)C(C)O)cc(C)cc2c1C (stereo not given)	32µM*
CCN(CC)c1nc2c(c(=O)n(C)c(=O)n2C)n1CC(=O)C12CC3CC(CC(C3)C1)C2	4%
O=C(NCC(c1cccnc1)N1CCc2ccccc21)c1ccc(Cl)cc1 (stereo not given)	17%
O=C(NC1CCN(c2cc(-c3ccc(F)cc3)[nH]n2)CC1)c1cccc2[nH]ccc12	32µM*
Cc1nc2c(-c3ccccc3)c(C)nn2c(C)c1CCC(=O)N1CCN(c2ccccc2)CC1	-29%
CCn1nc(C(=O)Nc2cc(Cl)ccc2N2CCCCC2)c2ccccc2c1=O	-10%
CCCN(CCC)C(=O)c1cc2c(=O)n3cccc(C)c3nc2s1	?
CCOc1ccc(-c2nc(CNC(=O)Nc3ccc(C)c(C)c3)c(C)o2)cc1	4%
COc1ccc(OC)c(CNC(=O)c2c(OC)cc(=O)n3c2CCCC3)c1	-26%
CCc1ccc(NC(=O)Cn2c(=O)n(-c3ccccc3)c(=O)c3ccc(C(=O)NCc4ccc5c(c4)OCO5)cc32)cc1	?

Only part of the results is shown; rates above refer to the full screens.
